# UPR CHOP act = apoptotic UPR (CHOP) activation. CHO-CHOP luciferase reporter, luminescence; percent of tunicamycin response over DMSO baseline. activation, % at 10 µM. actives 0.34% (n = 330,000). AID 449763;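 active means at 10 µM dose, activation of 40% or more, normalized to positive control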;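 further: 100% = tunicamycin at 10 µg/mL and 0% = DMSO alone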
#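 System: CHO-CHOP luciferase reporter cell line; amount: 500 cells/well; buffer or medium: F12 medium containing 10% fetal bovine serum; incubation: 6 h compound exposure at 37 °C after overnight seeding; measured by: luciferase luminescence after 10 min with Steady-Glo reagent; evaluation: % reporter activation, DMSO baseline versus tunicamycin full activation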
# Mdm2-MdmX inh = human Mdm2/MdmX binding inhibition. O15151+Q00987. SaOS-2 split-luciferase Mdm2/MdmX complementation, luminescence. inhibition, % at 8 µM. actives 3% (n = 330,000). AID 485346;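 active means inhibition of at least 50% at 8 µM in the primary screen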
# CXCR6 block = CXCR6 (human) receptor inhibition; O00574; CHO-K1 PathHunter CXCR6 beta-arrestin, luminescence; inhibition, % at 20 µM; actives 0.36% (n = 360,000); AID 602244; in the data active means inhibition above about 34%, passing the limit was not always enough;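 further: antagonist mode with CXCL16 agonist at 10 nM final; 0% = 10 nM CXCL16 with DMSO and 100% = unstimulated wells without agonist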
# Target sequence (O00574 whole entry, looked up): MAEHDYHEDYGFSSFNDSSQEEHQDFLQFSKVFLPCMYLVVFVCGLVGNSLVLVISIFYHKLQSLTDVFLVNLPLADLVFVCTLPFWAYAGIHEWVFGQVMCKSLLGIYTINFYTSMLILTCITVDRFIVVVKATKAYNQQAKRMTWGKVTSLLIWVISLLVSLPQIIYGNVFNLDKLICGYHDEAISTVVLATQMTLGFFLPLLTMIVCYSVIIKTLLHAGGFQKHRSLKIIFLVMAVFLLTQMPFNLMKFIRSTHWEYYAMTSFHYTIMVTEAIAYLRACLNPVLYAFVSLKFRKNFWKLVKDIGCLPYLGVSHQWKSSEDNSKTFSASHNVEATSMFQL
# XBP1 UPR activ = activators of adaptive arm of unfolded protein response (XBP1) | CHO-XBP1 luciferase reporter, IRE1-XBP1 UPR activation, luminescence; percent of tunicamycin response, DMSO as zero | activation, % at 20 µM | actives 0.33% (n = 330,000) | AID 463104;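 active means versus positive control, 20 µM dose yields 30% or more activation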;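 further: 100% = tunicamycin at 10 µg/mL and 0% = DMSO only wells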
#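 Assay system: IRE1-XBP1 luciferase reporter CHO line. Input: 1000 cells/well. Buffer or medium: F12 with 10% serum. Doses: 20 µM, 1% DMSO. Times: overnight seeding at 37 °C, 6 h compound treatment at 37 °C. Technique: Steady-Glo luciferase glow luminescence, 10 min after reagent addition.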
# EBI2 block = blocks human EBI2 receptor beta-arrestin signaling; EBI2 beta-arrestin recruitment, luminescence, 7a,25-OHC stimulated; actives 0.81% (n = 360,000); inhibition, % at 5 µM; AID 651636; in the data active means inhibition above about 38%;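 further: enzyme fragment complementation signal reports receptor beta-arrestin coupling in cells; 0% = agonist plus DMSO wells and 100% = wells without agonist; some results beyond the cut were filed as inactive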
# CCR6 antag = CCR6 (human) receptor antagonism; inhibition, % at 20 µM; CHO-K1 CCR6 PathHunter beta-arrestin, luminescence, CCL20-stimulated; P51684; actives 0.49% (n = 340,000);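 active means compounds whose inhibition of the agonist-driven luminescence signal at 20 µM reaches about 50%, limit read from the data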;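 further: cells stimulated with CCL20 at 14 nM final; plate controls were DMSO with CCL20 for no effect and DMSO without agonist for full effect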
# tim23-1 inh = tim23-1 yeast growth inhibition; inhibition, % at 20 µM; actives 1.3% (n = 330,000); S. cerevisiae tim23-1 growth, BacTiter-Glo luminescence, 24 h; AID 463212;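 active means growth inhibition of the mutant yeast at or above 50%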;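 further: temperature-sensitive mutant grown at 25 °C; plate controls were DMSO-treated mutant yeast for no effect and medium wells lacking yeast for full effect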
# APJ antagonist = antagonists of human APJ apelin receptor; P35414; CHO-K1 APJ beta-arrestin complementation, luminescence; inhibition, % at 20 µM; actives 0.32% (n = 330,000); AID 2521;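 active means inhibition above about 40% at 20 µM, limit read from the data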;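 further: cells challenged with 10 nM apelin-13 agonist together with compound; plate controls were apelin-13 plus DMSO wells for no effect and DMSO wells lacking apelin-13 for full effect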
# Target sequence (P35414 whole entry, looked up): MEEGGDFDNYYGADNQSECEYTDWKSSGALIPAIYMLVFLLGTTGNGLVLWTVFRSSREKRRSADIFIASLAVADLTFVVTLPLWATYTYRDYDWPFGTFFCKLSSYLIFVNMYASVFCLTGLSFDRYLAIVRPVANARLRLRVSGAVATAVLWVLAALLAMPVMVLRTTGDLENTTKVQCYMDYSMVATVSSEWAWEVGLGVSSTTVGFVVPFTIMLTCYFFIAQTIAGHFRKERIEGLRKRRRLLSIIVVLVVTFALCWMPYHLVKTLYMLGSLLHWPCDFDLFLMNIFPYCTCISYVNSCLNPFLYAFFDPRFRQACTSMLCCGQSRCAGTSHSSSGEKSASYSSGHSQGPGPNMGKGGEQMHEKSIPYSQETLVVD
# APJ ag = APJ receptor agonism; P35414; CHO-K1 APJ PathHunter beta-arrestin, luminescence; 0% DMSO wells, 100% apelin; activation, % at 20 µM; actives 0.11% (n = 330,000);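 active means activation more than six SD over the plate average, tested at 20 µM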;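 further: 0% = DMSO alone and 100% = apelin-13 at 10 nM; some results filed as inactive read as strong as hits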
#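 Test system: CHO-K1 APJ beta-arrestin complementation cell line. Amount: cell density 1000 per well. Controls: DMSO negative, 10 nM Apelin-13 positive. Signal: luminescent beta-gal fragment complementation, chemiluminescent substrate. Read-out basis: agonist-driven arrestin binding to APJ. Timing: compound stimulation 90 min at 25 °C, detection 60 min.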
# Active calls of the source: *; · = not tested or not shown. Some of the compounds tested; rates above refer to the full screens.
SMILES,UPR CHOP act,Mdm2-MdmX inh,CXCR6 block,XBP1 UPR activ,EBI2 block,CCR6 antag,tim23-1 inh,APJ antagonist,APJ ag
Cc1cc2c(cc1C)C(c1cccc([N+](=O)[O-])c1)CC(=O)N2 (stereo not given),-4.4,8,5,-2,-3,4,32,-3,-1
CC1=C(C(N)=O)C(c2ccccc2)n2nc(-c3cccc(C)c3)nc2N1 (stereo not given),-1.6,6,2,2,-4,0,28,5,-5
O=S(=O)(Nc1cc(Cl)ccc1-n1cncn1)c1ccc(F)cc1,-2.0,-14,-4,-3,3,-1,20,-76,3
CC(=O)N1CCN(S(=O)(=O)c2cccc(C(=O)NNC(=O)COc3c(C)cccc3C)c2)CC1,-2.1,-36,-5,-1,-5,10,1,6,-2
CCn1c(SCC(=O)N/N=C/C=C/c2ccccc2[N+](=O)[O-])nnc1-c1ccccc1,0.4,-1,-1,-3,-2,10,11,19,-2
CC(/C=N/n1c(-c2ccncc2)n[nH]c1=S)=C\c1ccco1,0.9,12,8,-1,-4,10,-7,7,-3
Cc1ccc(NC(=O)c2cc(-c3ccc(C)o3)nc3ccccc23)cc1,1.5,24,7,-4,21,27,19,30,-7
CC(C)Oc1ccc(/C=N/NC(=O)C2CCCN2S(=O)(=O)c2ccc(Cl)cc2)cc1 (stereo not given),1.1,-13,3,-1,0,-2,24,8,3
O=C(NCc1ccccc1)c1ccc(CSc2ccccc2)o1,-0.1,-2,2,2,17,10,24,-18,-1
CCOC(=O)C1CCN(C(=O)CCC(=O)NCCc2ccc(Cl)cc2)CC1,1.0,-15,4,-4,4,12,12,-11,-1
CCn1cc(/C=C(\NC(=O)c2ccccc2OC)C(=O)N2CCN(C)CC2)c2ccccc21,-0.5,11,2,-3,2,9,-5,24,1
O=C(O)[C@H]1CCCC[C@H]1C(=O)Nc1ccc(S(=O)(=O)N2CCOCC2)cc1,0.3,-10,9,-2,-4,13,10,4,0
CSc1ccccc1OCc1cc(C(=O)NC2CCOC2)no1 (stereo not given),4.5,-7,-2,0,-1,13,24,3,-4
COc1ccc(NS(=O)(=O)c2cccc(C(=O)NNC(=O)NCCCl)c2)cc1,-0.6,18,2,-3,-1,10,18,-7,-1
Cc1cc(C(=O)N/N=C/c2ccc(-c3cccc(Br)c3)o2)n[nH]1,8.9,28,-9,32*,5,19,-11,-11,1
O=C(O)CSc1nnc(-c2ccc(Cl)cc2Cl)n1-c1ccc(Cl)cc1,1.7,-10,3,-3,14,0,12,5,0
C=CCNC(=O)C(C)N1C(=O)c2ccccc2C1=O (stereo not given),-0.6,5,3,2,-14,4,-13,11,-4
O=[N+]([O-])c1ccc(N2CCN(c3nc(-c4ccc(Cl)cc4)cs3)CC2)cc1,1.4,13,4,-2,11,16,-3,11,-5
COc1ccc(/C=C/C(=O)NC(C)(C)C)cc1S(=O)(=O)N1CCOCC1,0.4,11,-5,-3,-6,21,-5,3,0
COc1ccc(NC2CCCN(C(=O)C3(C)CCCCC3)C2)cc1OC (stereo not given),2.1,6,-10,-4,-6,-1,14,5,-1
O=C(Nc1ccccc1C(=O)O)c1cc(S(=O)(=O)N2CCOCC2)c(Br)s1,1.2,-12,-2,-7,2,4,4,-3,-1
CCN1CCN(C(=S)Nc2ccc(Cl)c(Cl)c2)CC1,-0.5,-1,-10,2,-10,0,12,-7,-3
CCCCN(C(=O)C1CSC2(C)CCC(=O)N12)c1c(N)n(Cc2ccccc2)c(=O)[nH]c1=O (stereo not given),0.9,15,-5,-3,-5,-2,-14,13,-2
CCN1CCN(c2oc(-c3ccc([N+](=O)[O-])cc3)nc2C#N)CC1,0.6,17,-11,2,4,0,5,-13,1
Cc1ccc(S(=O)(=O)N2CCN(S(=O)(=O)N3CCCCC3)CC2)cc1,-0.5,36,-6,-1,-9,5,-8,-6,-9
Cc1cc(F)ccc1Oc1cc(NN2CCCCC2)c([N+](=O)[O-])cc1[N+](=O)[O-],-1.6,18,0,1,28,14,14,-47,-1
CCCn1nc(-c2ccccc2)c2nc3ccccc3nc21,-4.9,31,·,-3,·,-2,11,14,-6
O=C(N/N=C/c1ccccc1Cl)c1ccncc1,0.6,-1,0,2,-8,-5,9,-17,-4
Cc1cc(NC(=O)c2ccc3c(c2)OCO3)no1,3.3,-79,-10,0,3,5,-8,0,-2
O=C(CCCN=C1NS(=O)(=O)c2ccccc21)OCC(=O)c1ccc(Br)cc1,-1.3,8,1,-2,3,7,3,4,-5
O=c1c(C(c2nnnn2C2CCCCC2)N2CCCCC2)coc2ccc(Cl)cc12 (stereo not given),16,53*,4,4,10,17,32,15,-3
O=[N+]([O-])c1cc2c(cc1CN1CCN(c3ccccc3F)CC1)OCO2,-0.4,-3,3,-2,5,16,7,1,-2
O=C(CN1C(=O)NC2(CCCC2)C1=O)Nc1nc2ccccc2s1,0.2,-11,5,3,-4,10,11,-61,-1
CC(=O)Nc1ccc(S(=O)(=O)NCC(=O)OCC(=O)N2CCCCCC2)cc1,2.5,0,0,-1,-10,2,-7,1,-3
CC1(C)OC(C)(C)/C(=C\c2ccc(OCC(N)=O)cc2)C1=O,-0.1,11,-1,0,-12,1,26,2,0
Cc1nn(C)c(Oc2ccccc2)c1CCNC(=O)CCl,-0.8,5,-7,2,-18,-1,12,-7,-3
COc1ccccc1NC(=O)Cn1c(=O)c(N(C)C)c(N)n(C)c1=O,0.7,-11,21,-2,1,6,14,6,-3
O=S1(=O)N=C(Oc2cccc3ccccc23)c2ccccc21,-2.6,2,-4,3,-24,11,-2,-10,1
CCNC(=O)COC(=O)c1sccc1C,-0.4,1,-2,-1,-8,-10,-9,12,0
Cc1cc(C(=O)NCCc2ccccc2)c2cc(F)ccc2n1,0.0,21,-4,-1,-9,1,3,-4,-1
CN(CC(=O)Nc1cccc(F)c1)C(=O)c1sccc1-c1ccccc1,-0.8,15,-2,1,5,6,10,0,-3
O=C(CC1COc2ccccc2O1)NCc1ccccc1 (stereo not given),0.2,10,-2,1,3,10,7,10,-4
CCOC(=O)c1cnn(-c2ncnc3sc(CC)cc23)c1N,-1.4,6,5,10,11,0,-2,0,-5
CCOC(=O)N1CCN(CC(=O)Nc2c(C(=O)OC)[nH]c3cc(C)ccc23)CC1,1.0,21,-3,0,-4,0,25,-8,-3
CCOCCCN(Cc1ccco1)S(=O)(=O)c1csc(C(N)=O)c1,0.4,6,-9,-1,-1,-2,-1,-9,-3
CCOC(=O)c1c(C)n(C)c2ccc(OC)c(NC(=O)CN3CCCCC3)c12,0.2,-34,4,1,-6,4,9,26,0
Cc1cc(-c2nc3ccccc3[nH]2)ccc1N,6.9,-137,4,-1,-7,5,-1,7,-2
CC(C)(CNS(=O)(=O)c1ccc(Cl)cc1)N1CCCCC1,-0.6,12,-2,0,1,3,-6,9,0
O=Cc1cn(CCC(=O)O)nc1-c1cccc2ccccc12,-2.1,2,1,-5,1,2,16,-17,-3
CCCSc1nnc(NC(=O)c2ccco2)s1,3.5,-4,0,1,7,-5,44,-3,0
Cn1cc(C(=O)NC2CCCCCCC2)c(=O)c2cc(S(=O)(=O)N3CCCC3)ccc21,0.9,12,-1,2,17,7,-2,0,-2
CCCCCN(C(=O)CCC(=O)OC(C)C(=O)NC1CCCCC1)c1c(N)n(CCCC)c(=O)[nH]c1=O (stereo not given),-1.9,4,-3,-3,-8,13,-13,-12,1
CCCCN(c1ccccc1)S(=O)(=O)c1ccc2c(c1)CCN2C(=O)CCC(=O)O,-0.2,2,-3,-2,4,-4,15,7,-3
Cc1cc(C)c(NC(=O)CC(=O)c2ccccc2)c(Cl)c1,3.3,-27,6,3,9,9,27,12,-4
Cc1ccc(C)c(S(=O)(=O)N2CCCC2CNC(=O)C(=O)NCCc2ccco2)c1 (stereo not given),0.2,30,-3,0,-2,-10,34,13,-8
NC(=O)CSc1nnnn1CC(CC(=O)O)c1ccccc1 (stereo not given),0.4,10,-4,4,-1,15,1,5,0
COc1ccc(Nc2cc(C)nc3ccccc23)cc1,0.6,23,-1,-2,-6,-1,1,0,-2
CNC(=O)c1ccsc1NC(=O)CCS(=O)(=O)c1ccccc1,0.8,21,3,1,-5,0,20,5,-1

# No new results follow: an excerpt of the list.
SMILES,UPR CHOP act,Mdm2-MdmX inh,CXCR6 block,XBP1 UPR activ,EBI2 block,CCR6 antag,tim23-1 inh,APJ antagonist,APJ ag
CCOCCCN(Cc1ccco1)S(=O)(=O)c1csc(C(N)=O)c1,0.4,6,-9,-1,-1,-2,-1,-9,-3
CCOC(=O)c1c(C)n(C)c2ccc(OC)c(NC(=O)CN3CCCCC3)c12,0.2,-34,4,1,-6,4,9,26,0
Cc1cc(-c2nc3ccccc3[nH]2)ccc1N,6.9,-137,4,-1,-7,5,-1,7,-2
CC(C)(CNS(=O)(=O)c1ccc(Cl)cc1)N1CCCCC1,-0.6,12,-2,0,1,3,-6,9,0
O=Cc1cn(CCC(=O)O)nc1-c1cccc2ccccc12,-2.1,2,1,-5,1,2,16,-17,-3
CCCSc1nnc(NC(=O)c2ccco2)s1,3.5,-4,0,1,7,-5,44,-3,0
Cn1cc(C(=O)NC2CCCCCCC2)c(=O)c2cc(S(=O)(=O)N3CCCC3)ccc21,0.9,12,-1,2,17,7,-2,0,-2
CCCCCN(C(=O)CCC(=O)OC(C)C(=O)NC1CCCCC1)c1c(N)n(CCCC)c(=O)[nH]c1=O (stereo not given),-1.9,4,-3,-3,-8,13,-13,-12,1
CCCCN(c1ccccc1)S(=O)(=O)c1ccc2c(c1)CCN2C(=O)CCC(=O)O,-0.2,2,-3,-2,4,-4,15,7,-3
Cc1cc(C)c(NC(=O)CC(=O)c2ccccc2)c(Cl)c1,3.3,-27,6,3,9,9,27,12,-4
Cc1ccc(C)c(S(=O)(=O)N2CCCC2CNC(=O)C(=O)NCCc2ccco2)c1 (stereo not given),0.2,30,-3,0,-2,-10,34,13,-8

# Screening results: PubChem, Sanford-Burnham Center for Chemical Genomics
